High-throughput results (PubChem BioAssay)
ELG1 repair inh: ELG1-dependent DNA repair inhibition; 2.3% of 330,000 active; HEK293T ELG1-luciferase reporter, luminescence, 16 h; DNA damage induced by 5-fluorouridine; Potency, µM (highest dose often 46.1 µM), without a hit: top-dose activity change, negative = inhibition, most hits filed as inhibitors; AID 504467; further: potency means the concentration at half of the fitted maximal effect; on the % scale 0 is the no-effect control and ±100 the full control effect; nearly all actives have a fitted effect of over 55% in size
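In this reporter screen, reduction of luminescence relative to DMSO vehicle indicated activity. Compounds and 5-fluorouridine were added together to 2,000 cells per well, incubated for 16 hr at 37 °C, then developed with ONE-Glo.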
Gal4-VP16 FLuc: Gal4-VP16 reporter inhibition counter-screen; Drosophila S2 Gal4-VP16 UAS-luciferase, luminescence, 20 h; Potency, µM (doses to about 53.6 µM), inactives show at the top dose activity, negative = inhibition, most hits filed as inhibitors; 3.5% of 310,000 active; AID 2546;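 further: Gal4-VP16 expression switched on by copper sulfate through the metallothionein promoter; potency means the concentration at half of the fitted maximal effect; on the % scale 0 is the no-effect control and ±100 the full control effect; nearly all actives have a fitted effect of over 50% in size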
Rab9 prom act: activates the Rab9 promoter. Potency, µM (top dose mostly 9.22 µM), inactives show at the top dose activation, negative = inhibition, most hits filed as activators. Huh7 Rab9 promoter-luciferase reporter, luminescence, 24 h. 2.8% of 320,000 active; further: potency means the concentration at half of the fitted maximal effect; % of control where 0% means no effect; nearly all actives have a fitted effect of over 60% in size
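Rab9 promoter-driven luciferase in stably transfected Huh7 cells; 1500 cells/well rested 2 h, exposed to compound in DMSO for 24 h at 37 °C, 5% CO2. Luminescence read 10 min after adding luciferase reagent at ambient temperature.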
KCNH2 3.1 block: KCNH2 3.1 (human) potassium channel inhibition | AID 720553 | 0.95% of 340,000 active | activity change, % (tested at about 1.8 µM) | U2OS KCNH2 3.1, thallium flux FluxOr; stronger effect = lower value;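 active means maximum activity change below -70%; inconclusive means maximum activity change from -70% to -50%; inactive means maximum activity change above -50%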;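 further: thallium influx rate constant from kinetic fluorescence after stimulation buffer; on the % scale 0 is the no-effect control and ±100 the full control effect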
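Thallium flux via FluxOr fluorescence (Red40 quencher, 45 min loading) in U2OS cells virally expressing the KCNH2 3.1 isoform (1.77 x 10^8 /mL virus, overnight at 37 C). Rate constants from 2-min kinetic reads post-stimulation, normalised to positive and negative controls.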
RORgamma inh: ROR gamma (mouse) transcription inhibition; Potency, µM (titrated, usually from 53.6 µM), for inactives: at the top dose activity change, negative = inhibition, usual class: inhibitors; P51450; AID 2551; Drosophila S2 Gal4-RORgamma UAS-luciferase reporter, 20 h; 5.4% of 310,000 active; further: potency means the concentration at half of the fitted maximal effect; on the % scale 0 is the no-effect control and ±100 the full control effect; nearly all actives have a fitted effect of over 60% in size
Target sequence (P51450 whole entry, looked up, the tested form may be a part): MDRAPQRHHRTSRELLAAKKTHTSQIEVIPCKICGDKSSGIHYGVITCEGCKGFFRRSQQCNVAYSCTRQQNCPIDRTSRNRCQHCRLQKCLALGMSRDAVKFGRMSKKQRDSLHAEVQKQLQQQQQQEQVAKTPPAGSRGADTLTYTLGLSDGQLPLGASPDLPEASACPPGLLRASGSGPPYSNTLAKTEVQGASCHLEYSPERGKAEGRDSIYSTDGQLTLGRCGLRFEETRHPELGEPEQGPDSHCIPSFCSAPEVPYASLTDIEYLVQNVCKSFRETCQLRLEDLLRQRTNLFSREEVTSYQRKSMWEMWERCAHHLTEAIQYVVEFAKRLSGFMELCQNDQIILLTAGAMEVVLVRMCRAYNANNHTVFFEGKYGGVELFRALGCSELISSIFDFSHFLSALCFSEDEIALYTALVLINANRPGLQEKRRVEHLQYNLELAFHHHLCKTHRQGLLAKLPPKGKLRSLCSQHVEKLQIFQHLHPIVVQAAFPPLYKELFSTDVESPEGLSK
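In this cell-based reporter format, copper sulfate (700 uM final) drives Gal4–ROR gamma fusion expression from a metallothionein promoter in Drosophila Schneider cells; compounds preincubated 1 hr, reporter read after 20 hr at ambient temperature.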
FLuc modulator: firefly luciferase modulation, counter-screen for miR-21 project. purified FLuc, Km substrates, luminescence inhibition. Potency, µM (doses to about 57.5 µM), without a hit: at the top dose activity change, negative = inhibition, actives largely listed as inhibitors. 6.9% of 360,000 active;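 further: potency means the concentration at half of the fitted maximal effect; plate controls were vehicle for no effect and reference inhibitor for full effect; nearly all actives have a fitted effect of over 55% in size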
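Purified P. pyralis luciferase, 10 nM final, with Km-level 10 uM D-luciferin and 10 uM ATP in 50 mM Tris acetate pH 7.5, 10 mM Mg acetate, 0.01% Tween-20, 0.05% BSA; 6-point qHTS titration about 60 µM downward; luminescence read.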
MBNL1-CUG inh: MBNL1-poly(CUG) RNA binding inhibition; TR-FRET MBNL1-His/biotin-(CUG)12 binding, 665/545 ratio; Potency, µM (highest dose often 57.5 µM), inactives show at the top dose activity change, negative = inhibition, usual class: inhibitors; 0.036% of 280,000 active; AID 2675; active means well fitted inhibition curve with a large enough effect in the signal ratio, with a control signal flat, not every such curve was filed as active; inconclusive means small, poorly fitted or top-dose-only effect, or effect the other way, or a change in a side signal; inactive means no such curve, though single readings can be large or run the other way; the % refers to the signal ratio; further: potency means the concentration at half of the fitted maximal effect; on the % scale 0 is the no-effect control and ±100 the full control effect
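TR-FRET readout: Ex 340 nm, 665/545 nm emission ratio, normalized to buffer-only (basal) and MBNL1-(CUG)12 controls. Complex of MBNL1-His with Biotin-(CUG)12, compounds 92 nM–58 uM, incubated 60 min at room temperature.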
Mito fusion yeast: mitochondrial division inhibition or fusion activation; S. cerevisiae fusion-defective mutant growth rescue, CellTiterGlo 48 h; Potency, µM (series often up to 46.1 µM), for inactives: at the top dose growth rescue (activation), most hits filed as activators; 0.23% of 320,000 active; AID 485298;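 further: potency means the concentration at half of the fitted maximal effect; % of control where 0% means no effect; nearly all actives have a fitted effect of over 45% in size; temperature-sensitive fusion mutants such as fzo1-1 at 37 °C on non-fermentable ethanol glycerol medium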
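Growth-rescue viability read-out: after 48 h at the non-permissive 37C in glycerol/ethanol YPEG, yeast mitochondrial fusion mutants are measured by CellTiterGlo luminescence; compounds (23 nl pinned per well) restoring growth score as division inhibitors or fusion activators.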
Menin MLL FP TR: menin-MLL binding inhibition, Texas Red mutant peptide | O00255 | Menin + Texas Red MLL mutant peptide, fluorescence polarization | Potency, µM (series often up to 61.6 µM), inactives show at the top dose FP activity change, negative = inhibition, usual class: inhibitors | 0.23% of 270,000 active | AID 1768; active means well fitted inhibition curve with a large enough effect in the polarisation, with a control signal flat, not every such curve was filed as active; inconclusive means small, poorly fitted or top-dose-only effect, or effect the other way, or a change in a side signal; inactive means no such curve, though single readings can be large or run the other way; the % refers to the polarisation; further: potency means the concentration at half of the fitted maximal effect; % of control where 0% means no effect; many of its hits are not listed in these tables
Target sequence (O00255 whole entry, looked up): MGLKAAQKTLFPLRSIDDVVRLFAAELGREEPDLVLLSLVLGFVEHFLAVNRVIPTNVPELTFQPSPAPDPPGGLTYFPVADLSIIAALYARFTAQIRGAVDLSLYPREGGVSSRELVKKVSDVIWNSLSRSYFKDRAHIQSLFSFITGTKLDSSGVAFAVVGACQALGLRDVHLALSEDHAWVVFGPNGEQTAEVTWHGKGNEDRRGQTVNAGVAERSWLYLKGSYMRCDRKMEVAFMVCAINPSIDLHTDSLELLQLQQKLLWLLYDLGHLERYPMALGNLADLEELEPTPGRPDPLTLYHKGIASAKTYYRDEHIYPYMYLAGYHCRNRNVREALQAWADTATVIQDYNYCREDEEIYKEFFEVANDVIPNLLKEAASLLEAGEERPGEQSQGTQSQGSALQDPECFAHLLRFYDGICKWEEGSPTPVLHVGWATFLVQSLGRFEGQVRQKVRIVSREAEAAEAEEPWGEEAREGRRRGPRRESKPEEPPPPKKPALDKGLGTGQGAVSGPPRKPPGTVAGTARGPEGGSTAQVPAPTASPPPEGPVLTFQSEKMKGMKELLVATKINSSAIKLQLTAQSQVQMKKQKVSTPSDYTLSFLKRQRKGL
PKM2 activator: PKM2 (human) enzyme activation; P14618; purified PKM2, Kinase-Glo ATP luminescence, activation; response scale: 0% is enzyme alone, no compound; Potency, µM (series often up to 57.5 µM), inactives show at the top dose activation, hits mostly activators; 0.34% of 260,000 active; further: potency means the concentration at half of the fitted maximal effect; on the % scale 0 is the no-effect control and ±100 the full control effect; nearly all actives have a fitted effect of over 55% in size
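Purified hPK-M2 (>95% pure) converted ADP (0.1 mM final) to ATP with 0.5 mM PEP in 50 mM imidazole pH7.2, KCl, MgCl2, Tween 20, BSA; 1 h at room temperature. ATP detected by Kinase-Glo luminescence.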
NPC1 prom act: activators of NPC1 promoter. Huh7 NPC1 promoter luciferase reporter, 24 h. 2.4% of 320,000 active. AID 485313. Potency, µM (highest dose often 9.22 µM), inactives show top-dose activation, actives largely listed as activators;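 further: potency means the concentration at half of the fitted maximal effect; % of control where 0% means no effect; nearly all actives have a fitted effect of over 60% in size; reporter is driven by a mutant NPC1 promoter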
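Luminescence read-out of NPC1 promoter-driven luciferase in stably transfected Huh7 cells; compounds delivered in DMSO and left 24 h at 37C, 5% CO2, qHTS titration format.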
Active calls of the source: *; ? = inconclusive; . = not tested or not shown; & = joins results of further samples; [ ] = remark or other dose. Unless noted, the call rests on the fitted dose curve; in most records, active means well fitted curve in the direction sought with a large enough effect; inconclusive means small, poorly fitted or top-dose-only effect, or another doubt; inactive means no such curve, though single readings can be large; an effect the other way counts as inactive or inconclusive.

| mol | PKM2 activator | Rab9 prom act | KCNH2 3.1 block | Menin MLL FP TR | RORgamma inh | ELG1 repair inh | Gal4-VP16 FLuc | NPC1 prom act | MBNL1-CUG inh | Mito fusion yeast | FLuc modulator |
| --- | --- | --- | --- | --- | --- | --- | --- | --- | --- | --- | --- |
| O=C(NC(N1CCOCC1)C(Cl)(Cl)Cl)c1cc([N+](=O)[O-])cc([N+](=O)[O-])c1 (stereo not given) | 11% | -2% | 7 | 9% | -25% | 22% | 2% | -6% | ? | 8% | -1% |
| CCC(C)Oc1cccc(C(=O)Nc2ccccc2N2CCOCC2)c1 (stereo not given) | 3% | -2% | -17 | -14% | -1% | ? | -7% | 0% | -5% | 20% | -19% |
| C[C@@]12CCC3[C@@](CCC4[C@@]3(C)CCC[C@@]4(C)C(=O)O)(CC1=O)C2 (stereo not given in full) | . | -1% | -4 | . | . | 12% | . | 6% | . | 17% | 1% |
| O=C(O)C1CC=CCC1C(=O)N1CCN(c2nc(-c3ccccc3Cl)c3cc(Br)ccc3n2)CC1 (stereo not given) | -1% | -8% | ? | 9% | 37% | -4% | -6% | -7% | ? | -25% | 0% |
| Cc1nc2ccccc2n1CC(=O)NN | -4% | -3% | -6 | 1% | -17% | ? | -9% | -3% | 1% | 7% | -1% |
| CCCN(C(=O)c1ccco1)c1nnc(-c2ccccc2C)s1 | -14% | ? | -37 | -2% | 0% | -2% | -9% | 21% | 13% | 26% | 12µM* |
| COc1ccccc1CNS(=O)(=O)c1ccc(Cl)s1 | . | -3% | 7 | 50%[activator] | 8% | 7% | -15% | -2% | -4% | -6% | 5% |
| COc1ccc(/C=C2\CCc3ccccc3C2=O)cc1CN1CCOCC1 | -3% | -1% | -9 | . | ? | ? | 13% | 2% | 6% | -10% | 7.6µM* |
| CCCc1c(O)nc(SCC(=O)O)[nH]c1=O | -6% | -8% | -32 | -9% | -15% | 4% | -7% | -6% | -24% | 0% | ? |
| Cc1ccc(C(=O)OCC(=O)Nc2cccc(S(=O)(=O)N3CCCCC3)c2)o1 | . | 1% | -6 | . | . | 0% | . | -2% | . | -2% | -15% |
| O=C(NCC1CCCO1)C1CCN(S(=O)(=O)c2ccccc2)CC1 (stereo not given) | -2% | -4% | -1 | -2% | 11% | -3% | 8% | -7% | -3% | -2% | 1% |
| O=C(c1cccc(S(=O)(=O)Nc2ccccc2Cl)c1)N1CCN(c2ccccc2O)CC1 | . | -4% | 1 | . | . | -3% | . | 0% | . | 2% | 1% |
| CN(C)S(=O)(=O)c1ccc(Cl)c(C(=O)NCC2CCCCC2)c1 | 4% | -1% | 2 | 0% | 17% | -8% | -5% | -2% | 0% | 3% | 5% |
| CCCCC(=O)NC(=S)Nc1c(C)cc(Br)cc1C | -3% | 0% | -7 | 5% | 5.6µM* | 0% | ? | 0% | -3%[11.5 µM] | -22% | -1% |
| CC(C)CN(CC(C)C)C(=O)COc1ccccc1C(N)=O | 2% | -2% | 22 | -3% | 1% | -3% | 11% | -3% | . | 2% | -5% |
| Cc1ccc(C)c(N(C(=O)Cn2nnc3ccccc32)C(C(=O)NC(C)(C)C)c2ccsc2)c1 (stereo not given) | -15% | 2% | 0 | ? | 9% | ? | -17% | -5% | -13% | 4% | -6% |
| CC1(C)CC(=O)CC(=O)/C1=N\Nc1c(Cl)cc(Cl)cc1Cl | -6% | -2% | 1 | -8% | ? | ? | ? | 7% | ? | 8% | ? |
| CCCCN(C(=O)c1cccc(-n2cccc2)c1)c1c(N)n(Cc2ccccc2)c(=O)[nH]c1=O | . | -2% | . | . | . | 3% | . | 5% | . | -6% | 2% |
| COc1ccccc1OCCSc1nnc(CNC(=O)c2ccco2)n1C | . | 6% | -18 | . | 0% | 14% | 4% | 0% | 0% | -2% | 2% |
| Cc1cc(C)c(NC(=O)Cn2c(=O)c3cccn3c3ccccc32)c(C)c1 | . | -3% | -11 | . | -31% | 4% | -8% | -1% | -3% | 2% | 2%&0% |
| COc1ccc(Cl)cc1NC(=O)CCN1CCOCC1 | 1% | -1% | -3 | . | -1% | ? | 6% | -2% | -4% | ? | -1% |
| Cc1cc(CNC(=O)CC2C(=O)NCCN2Cc2ccccc2C(F)(F)F)nn1C (stereo not given) | 2% | -5% | 21 | 10% | 9% | 10% | -5% | 1% | 0% | 1% | 0% |
| CCOC(=O)C1CCN(Cc2cnc(Oc3ccc(OC)cc3)s2)CC1 | -1% | 3% | -2 | ? | 5% | 2% | -10% | -4% | -2% | 0% | 5% |
| O=C(COC(=O)c1nc(Cl)ccc1Cl)NCc1cccs1 | . | -4% | -29 | . | . | 1% | . | 8% | . | 4% | 5% |
| CCCCn1c(N)c(N(CCOC)C(=O)COC(=O)COc2ccc(CC)cc2)c(=O)[nH]c1=O | . | 0% | 21 | . | . | 5% | . | 0% | . | 0% | -16% |
| CCCNC(=O)Nc1cc(S(=O)(=O)CC)ccc1O | 1% | -2% | -2 | . | 8% | 8% | 4% | -3% | 6% | -4% | 5% |
| Cc1oc(-c2cccs2)nc1CN1CCN(C(C)C)C(CCO)C1 (stereo not given) | 6% | 16% | -2 | 2% | -2% | -8% | -4% | 0% | -6% | 4% | -1% |
| CCC(C)(C)NC(=O)CN(Cc1cccs1)C(=O)CNS(=O)(=O)c1ccc(C)cc1 | -7% | -11% | -15 | . | -31% | 12% | 7% | -1% | 0% | -1% | 1% |
| c1ccc(C[C@H]2CNCCN2CCCCC2CCCCC2)cc1 | . | -9% | 51 | . | . | 9% | . | -5% | . | -4% | -1% |
| O=C(Cn1cccc1)N1CCc2ccccc21 | 0% | 0% | 2 | 0% | 3% | 3% | -3% | -1% | -7% | 1% | 0% |
| COc1ccccc1-c1cc(C(F)(F)F)nc(S(C)(=O)=O)n1 | -6% | 8% | 7 | 2% | 4µM* | ? | 7.1µM* | -6% | -6% | 13% | 0% |
| Cc1cc(C)c(S(C)(=O)=O)c(N(C)NC(=O)c2c(F)cccc2F)n1 | -7% | -1% | -14 | 1% | -1% | -5% | 6% | -2% | -5% | 14% | -3% |
| O=C(COC(=O)CNC(=O)c1ccc(Cl)c([N+](=O)[O-])c1)NNC(=O)c1cccs1 | . | -3% | 7 | . | . | 16% | . | -1% | . | -4% | -1% |
| O=C(CNC(=O)c1ccco1)Nc1ccc(Br)cc1 | . | ? | 4 | ? | 2% | ? | 1% | ? | -6% | 11% | ? |
| Cc1cc(C)cc(-n2c(O)c(C=NC3CCS(=O)(=O)C3)c3ccccc3c2=O)c1 (stereo not given) | -8% | -1% | 3 | 17% | -5% | -12% | 3% | -2% | ? | 1% | -2% |
| Nc1c(N(CCO)C(=O)C2CCCCC2)c(=O)[nH]c(=O)n1Cc1ccccc1 | -3% | 0% | 0 | . | 18% | 0% | 4% | 0% | -1% | -2% | -3% |
| Cc1cc2c(c(=O)o1)C(CC(C)C)C(C#N)=C(N)O2 (stereo not given) | 1% | 6% | -3 | 5%[11.7 µM] | 36% | ? | ? | 3% | -10% | -5% | -3% |
| CC(CCc1ccccc1)NCC#N (stereo not given) | -1% | 1% | 8 | . | -16% | -6% | -1% | -3% | -7% | 1% | -1% |
| CCC1(C)Cc2c(sc3[nH]c(=O)[nH]c(=O)c23)CS1 (stereo not given) | 4% | -2% | -7 | 14% | -5% | 8% | 4% | -2% | 6% | 2% | 3% |
| COc1cc(/C=N/OCC(=O)NC2CCCCC2C)ccc1OCc1ccc(Cl)cc1 (stereo not given) | 4% | 2.8µM* | 1 | 5% | ? | ? | -17% | ? | . | 25% | 6.7µM* |
| CCOC(=O)C1CCN(c2c(N3CCCC(C(=O)OCC)C3)c(=O)c2=O)CC1 (stereo not given) | -2% | -8% | -2 | -4% | -8% | 17% | -5% | 3% | 15% | -1% | 9% |

Some of the compounds tested (hit frequency here may not be typical).
